# Screening data as filed in PubChem BioAssay.
# H9c2 TAG inh: triacylglycerol accumulation inhibition. H9c2 cells, Nile Red lipid (TAG) fluorescence; cells loaded with 200 µM oleic acid. inhibition, % at 12.5 µM. 230,000 tested, 0.66% active. AID 651582;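 active means pattern-corrected inhibition of lipid staining of at least 50% with the nuclear-stain viability signal not falling by more than 50%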;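 further: 0% = DMSO wells and 100% = triacsin C control wells; some results filed as inactive read as strong as hits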
# H9c2 TAG inh DAPI viability: recorded beside H9c2 TAG inh, whose call it bears; DAPI nuclei signal change (viability), lower = more cytotoxic, %;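 whole-well DAPI fluorescence read on a plate reader as a viability signal; minus 50 percent equals half of cells still viable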
# * marks the source's active call; other numbers are inactive results.
SMILES,H9c2 TAG inh,H9c2 TAG inh DAPI viability
CC(C)Cn1c(N2CCN(CC(=O)Nc3ccc(Cl)cc3)CC2)nc2ccccc21,-15,20
Cc1ccccc1NS(=O)(=O)c1ccc(C(=O)NCC(c2ccccc2)N(C)C)cc1 (stereo not given),-3,10
CCOc1ccc2c(c1)S/C(=C\c1cccs1)C(=O)N2,10,-4
Cc1ccc2c(c1)C(c1ccc(F)cc1)N(C(=O)C1CC1)CC(=O)N2 (stereo not given),-5,-2
C#CCOCCOCCOCCNc1nc(N2CCN(C(=O)CCCCCCCCCCNC(=O)[C@H](CCCCN)n3cc(C)nn3)CC2)nc(N2CCN(C(=O)CCCCCCCCCCNC(=O)[C@H](CCCCN)n3cc(CCCC(=O)O)nn3)CC2)n1,-24,17
COc1cc(C2/C(=C(\O)c3ccc4c(c3)OCCO4)C(=O)C(=O)N2Cc2ccco2)ccc1O (stereo not given),0,0
C=CC[C@H]1CC(C)=C[C@H](CC=C)N1C(=O)c1cc(COc2ccccc2SC)on1,-18,0
Cc1nnc(SC(C(=O)Nc2cc(Cl)cc(Cl)c2)c2ccccc2)[nH]c1=O (stereo not given),4,2
O=C1C=CC(=O)N1c1ccc2c(c1)Cc1cc(F)ccc1-2,34,-22
Cc1ccc(S(=O)(=O)N2CCOCC2)cc1C(=O)OCC(=O)N1CCc2ccccc2C1,-10,0
O=C(O)C1C2CCC(CC2)C1C(=O)N1CCN(Cc2ccc(F)cc2)CC1 (stereo not given),12,-7
O=C(CN1CCCCC1)NC(=O)NC1CCCCC1,29,-1
COc1ccc(CNC(=O)CCC(=O)c2ccc(F)cc2)cc1OC,-1,3
Fc1ccc(OCCOCCN2CCCC2)cc1,7,-8
CC(=O)Nc1ccc(S(=O)(=O)NCC2CCC(C(=O)NC(C)c3ccccc3)CC2)cc1 (stereo not given),5,-4
CC(=N)C1=C(O)CC(C)(C)CC1=O,0,1
COC(CSc1ncnc2c1oc1nc3c(cc12)COC(C)(C)C3)OC,-6,11
O=C(OCC(=O)c1ccc(Cl)cc1Cl)c1ccc2c(c1)C(=O)N(c1cccc3ncccc13)C2=O,4,-3
O=C(CSc1nnc(-c2cccc(F)c2)o1)Nc1nncs1,0,0
Cc1cc(C)cc(NC(=O)COC(=O)CCn2c(C)csc2=O)c1,-11,3
Cc1onc(-c2ccccc2)c1C(=O)N1CCCC1,-12,-2
COc1ccccc1N1CCN(CC(=O)Nc2c(C)n(C)n(-c3ccccc3)c2=O)CC1,-12,4
CCn1ccnc1CN(C)Cc1nc(-c2ccc(C(=O)OC)cc2)no1,-4,8
Clc1ccc(-c2nnc(SCc3cn4ccsc4n3)n2CC2CCCO2)cc1 (stereo not given),1,-2

# Overlap with the part before: 6 compounds, then new ones.
SMILES,H9c2 TAG inh,H9c2 TAG inh DAPI viability
O=C(CSc1nnc(-c2cccc(F)c2)o1)Nc1nncs1,0,0
Cc1cc(C)cc(NC(=O)COC(=O)CCn2c(C)csc2=O)c1,-11,3
Cc1onc(-c2ccccc2)c1C(=O)N1CCCC1,-12,-2
COc1ccccc1N1CCN(CC(=O)Nc2c(C)n(C)n(-c3ccccc3)c2=O)CC1,-12,4
CCn1ccnc1CN(C)Cc1nc(-c2ccc(C(=O)OC)cc2)no1,-4,8
Clc1ccc(-c2nnc(SCc3cn4ccsc4n3)n2CC2CCCO2)cc1 (stereo not given),1,-2
Cc1ccc(S(=O)(=O)NCCC(=O)N2CC(C)OC(C)C2)cc1C (stereo not given),6,3
CC(=O)NC(CC(=O)Nc1ccc(S(=O)(=O)N2CCCC2)cc1)c1ccccc1 (stereo not given),0,-1
Brc1ccc(-c2nnc(-c3cccnc3)o2)cc1,-2,-4
O=C(O)C1Cc2ccccc2CN1C(=O)CCl (stereo not given),-5,8
Cc1cc2cc(CN(Cc3cccs3)C(c3nnnn3C(C)(C)C)C(C)C)c3nnnn3c2cc1C (stereo not given),5,9
O=S(=O)(Nc1ccc2c(c1)OCCO2)c1cccc2nsnc12,-8,2
CC[C@H](C)[C@H](NC(N)=O)C(=O)OCC(=O)NCc1ccc(Cl)cc1,-3,10
O=C(Nc1ccc(Cl)cc1)Nc1cc(S(=O)(=O)N2CCOCC2)ccc1N1CCCC1,-16,3
Cc1noc(C)c1COc1ccc(C(=O)NCCc2ccc(F)cc2)cc1,-12,2
Cc1cc(S(=O)(=O)Nc2ccc(C(=O)N3CCN(C(=O)c4ccco4)CC3)cc2)ccc1F,-7,-10
COc1ccccc1Oc1nc(-c2ccccc2)cc(C)c1S(C)(=O)=O,-18,1
C[C@H](CO)N1C[C@H](C)[C@@H](CN(C)S(=O)(=O)c2ccccc2C#N)OCc2cn(nn2)CCCC1=O,-4,1
NC(=O)CSc1nc2c(sc3ccccc32)c(=O)n1CCCN1CCOCC1,1,-3
Cc1ccc(CSc2nc3[nH]ncc3c(=O)[nH]2)cc1,8,0
Cc1c(NC(=O)CN2CCN(c3cccc(Cl)c3)CC2)c(=O)n(-c2ccccc2)n1C,8,1
CCOC(=O)N1CCN(C(=O)CSC2=NS(=O)(=O)c3ccccc3N2)CC1,9,-3
COC(=O)c1c(C)[nH]c(C)c1-c1ccc(C)cc1,-47,-3
COc1ccc(/C=C/C(=O)c2c(C)cc(C)[nH]c2=O)c2ccccc12,19,-6
COc1ccc(/C=C/C2=NNC(=O)CC2)cc1,0,-1
COc1cc2c(cc1OC)C(=O)C(Br)CC2 (stereo not given),4,-14
O=C(O)c1ccc(N2CC3CC(C2)c2cccc(=O)n2C3)c(NC(=S)Nc2ccc(Br)cc2)c1 (stereo not given),-25,-4
CC(=O)c1ccccc1Oc1nc(CN2CCOCC2)nc2scc(-c3cccs3)c12,-2,-1
CN(CC1COc2ccccc2O1)C(=O)c1ccc(N(C)C)cc1 (stereo not given),-9,2
O=C(c1cc2ccccc2o1)N1CCN=C1SCc1cccc(F)c1,13,-5
Fc1cccc2sc(N3CCCCC3)nc12,4,4
Cc1cc(Nc2ccccc2Cl)c2ccccc2n1,-4,4
Cc1ccc(-c2cc3nc(-c4ccccc4)cc(N4CCC5(CC4)OCCO5)n3n2)cc1,49,95
COC(=O)C1=C(C)N(Cc2ccccc2)C(=NCc2cc(OC)c(OC)c(OC)c2)N[C@H]1c1cccc(F)c1,22,-2
CC(C)(C)NC(=O)C(c1ccncc1)N(Cc1cccs1)C(=O)c1csnn1 (stereo not given),-4,-8
Cc1onc(-c2ccccc2Cl)c1C(=O)N1CCOC12CCCCC2,2,2
Clc1ccc(N2CCN(c3nc4nonc4nc3N3CCSCC3)CC2)nc1,-16,10
O=C(CSc1ncn(-c2ccccc2)n1)N1CCN(c2ccccc2)CC1,1,3
O=C(N/N=C/C=C/c1cccc([N+](=O)[O-])c1)c1ccncc1,12,-6
CC(C)CC(/C(O)=C(\C#N)c1nc2ccccc2[nH]1)N1C(=O)c2ccccc2C1=O (stereo not given),-5,0
O=C(Nc1nc2ccc(C(=O)N3CCCCC3)cc2s1)C1CCCCC1,64*,-26*
O=C(NCc1ccco1)c1cc(-c2cccnc2)nc2ccc(Cl)cc12,2,1

# For reference, some entries already given.
SMILES,H9c2 TAG inh,H9c2 TAG inh DAPI viability
CC(C)Cn1c(N2CCN(CC(=O)Nc3ccc(Cl)cc3)CC2)nc2ccccc21,-15,20
Cc1ccccc1NS(=O)(=O)c1ccc(C(=O)NCC(c2ccccc2)N(C)C)cc1 (stereo not given),-3,10
CCOc1ccc2c(c1)S/C(=C\c1cccs1)C(=O)N2,10,-4
Cc1ccc2c(c1)C(c1ccc(F)cc1)N(C(=O)C1CC1)CC(=O)N2 (stereo not given),-5,-2

# Going on with the list:
SMILES,H9c2 TAG inh,H9c2 TAG inh DAPI viability
COc1cc(CN2CCC(n3nccc3NC(=O)c3ccccc3OC)CC2)ccc1F,-2,1
CCCCNC(=O)CNC(=O)c1nn(-c2ccc(OC)c(OC)c2)c(=O)c2ccccc12,20,-6
CCCCC1(C2CCCC2)NC(=O)NC1=O (stereo not given),-6,-1
CC(=O)Nc1ccc(C(=O)N2CCCC(c3cc(C(=O)NCc4cccnc4)no3)C2)cc1 (stereo not given),5,5
Cc1cccc(N(Cc2cc3cc(C)ccc3[nH]c2=O)C(=O)c2cccs2)c1,3,2
O=C(Oc1ccc2c(-c3ccccc3)cc(=O)oc2c1)C1CCCCC1,14,-11
O=C(CN1C(=O)c2ccccc2S1(=O)=O)Nc1ccc(S(=O)(=O)N2CCCCCC2)cc1,0,6
Cc1ccccc1CN1C(=O)C(C)Sc2ccc(-c3ccco3)cc21 (stereo not given),8,1
CCCCN(C)Cc1c(C)[nH]c2ccc(OCC)cc2c1=O,3,4
COC(=O)c1sc(N2C(=O)C(O)=C(C(=O)c3ccc(C)o3)C2c2cccs2)nc1C (stereo not given),-9,-2
N=C(N)SCc1nc2ccccc2c(=O)n1-c1ccccc1,10,-1
CCCCC(C(=O)O)C(C)CC(=O)Nc1nncs1 (stereo not given),4,-3
Cc1ccc(NC(=O)CSc2ncc(-c3ccccc3)n2C(=O)c2ccccc2)cc1,0,-2
CC(C)c1ccc(NC(=O)C(c2ccccc2)N2CCN(C=O)CC2)cc1 (stereo not given),-11,7
Cc1cc(NC(=O)CCN2C(=O)/C(=C\c3ccccc3Cl)SC2=S)no1,-4,5
CC1CCCC(NC(=O)CSc2nnc(-c3cccnc3)o2)C1C (stereo not given),-5,7
CC(C)(C)[C@H]1COC(=O)CC/C=C\C[C@@H](CC(=O)N[C@H](CO)Cc2ccccc2)C(=O)N1,-11,6
Cc1nc2c(-c3ccccc3)c(C)nn2c(C)c1CCC(=O)O,8,2
CCOc1ccc(/C=N/NC(=O)c2ccc(Cn3cc([N+](=O)[O-])cn3)o2)cc1,8,-6
c1ccc(COCCCn2cc(-c3ccccc3)nn2)cc1,-4,4
Cc1cc(N)n(-c2ccccc2)n1,-5,6
COC(CNC(=O)C1CCCN1C(=O)OCc1ccccc1)OC (stereo not given),-12,-1
O=C(CN1C(=O)c2ccccc2C1=O)Nc1ccccc1N1CCOCC1,-4,-5
COc1ccc(C(CNC(=O)CNC(=O)c2ccc(F)cc2)N2CCCC2)cc1 (stereo not given),-5,-6
Cc1ccc(Cl)cc1NC(=O)CC1NCCNC1=O (stereo not given),11,-6
CN1c2cccc3cccc(c23)N(C)C1(C)C,-18,37
Cc1ccc(-n2c(C)nnc2SCC(=O)Nc2ccccc2)cc1,-2,8
O=C(Nc1cc(S(=O)(=O)N2CCOCC2)ccc1N1CCOCC1)c1ccccc1F,4,3
COc1ccc(Cl)cc1C(=O)NNC(=O)COC(=O)c1ccc(Br)o1,0,-3
COC1(NS(=O)(=O)c2ccc(Br)cc2)C(C)=CC(=O)C=C1C,-4,-2
Cc1cc(=O)[nH]c(N=N/C(=N/Nc2ccc(O)cc2)c2ccccc2)n1,-2,-12
Cc1ccc(N2C(=O)NC3(CCCCC3)C2=O)cc1,-9,-2
COc1ccccc1N1CCN(Cc2nnnn2CCc2ccccc2)CC1,0,13
CC(=O)Nc1cccc(C(=O)OC(C)C(=O)N2CCc3ccccc32)c1 (stereo not given),-3,3
O=c1[nH][nH]c(=O)c2cc([N+](=O)[O-])ccc12,-4,-6
COc1cccc(NC(=O)CN(C)C(=O)CCSc2ccc(C)cc2)c1,-3,0
CCC(CC)NC(=O)COC(=O)c1ccc(OCc2ccc(C(C)=O)cc2OC)c(OC)c1,0,1
CC(=O)Nc1cc(-c2cccc(C(=O)NCCO)c2)cn2c(-c3ccc(F)c(Cl)c3)cnc12,5,-4
C/C(=N\Nc1ccc(S(=O)(=O)N2CCCCC2)cn1)c1ccc(O)cc1,-2,-3
CC(=O)c1cc(CC=C(C)C)c(O)cc1O,1,3
Cc1cc(C)cc(N=Cc2c(O)c3ccccc3oc2=O)c1,-3,10
O=C(COC(=O)c1cc(S(=O)(=O)N2CCOCC2)ccc1Cl)Nc1ccc(Cl)cn1,-8,-3
CCCNC(=O)C(CC)NS(=O)(=O)c1ccc(OC)cc1 (stereo not given),-8,-10
O=C1NN(c2ccccc2)C(=O)/C1=C\c1cccn1-c1ccc(Cl)c([N+](=O)[O-])c1,-8,9
O=C(O)CCC(=O)N1CCC(n2nnc3cc(C(F)(F)F)ccc32)CC1,5,6
O=C(C1=C[C@@H](C2CC2)C[C@@H](OCc2ccc(CO)cc2)O1)N1CCN(Cc2ccccc2)CC1,4,0
CC(=O)NCCC(=O)Nc1cc(F)ccc1C,4,-7
Cc1cc(C(=O)OCC(=O)NC2CCCCC2C)c2ccccc2n1 (stereo not given),-25,-1

# Some of these compounds in order of molar mass, low to high.
SMILES,H9c2 TAG inh,H9c2 TAG inh DAPI viability
O=C1NN(c2ccccc2)C(=O)/C1=C\c1cccn1-c1ccc(Cl)c([N+](=O)[O-])c1,-8,9
CCC(CC)NC(=O)COC(=O)c1ccc(OCc2ccc(C(C)=O)cc2OC)c(OC)c1,0,1
O=C(C1=C[C@@H](C2CC2)C[C@@H](OCc2ccc(CO)cc2)O1)N1CCN(Cc2ccccc2)CC1,4,0

# More structures follow:
SMILES,H9c2 TAG inh,H9c2 TAG inh DAPI viability
CN(CCC#N)C(=O)COC(=O)c1ccccc1OCc1ccccc1Cl,-5,-4
CCOC(=O)c1noc(C)c1C(=O)Nc1nc(C)cc(C)n1,16,-1
O=c1c(Cc2c(F)cccc2Cl)c(O)ccn1C1CC1,-3,-3
Cc1ccc(C2C(C#N)=C(N)OC3=C2C(=O)CC(C)(C)C3)s1 (stereo not given),-1,1
CC(=O)N1CCN(c2nc(N)c(C#N)c(CC#N)c2C#N)CC1,-19,0
COc1ccc(N2CCN(C(=O)c3ccc(NS(=O)(=O)c4ccccc4)cc3)CC2)cc1,-20,9
N#Cc1c(N(CCO)CCO)nc(N)c2c(N)nc3c(c12)CC(=O)N3CC1CCCO1 (stereo not given),-3,2
O=S(=O)(/N=C(/Nc1nccs1)c1ccc(F)cc1)c1ccccc1,-6,-9
Cc1ccc2oc(C(=O)N(C)CCC(O)c3ccccc3)c(C)c2c1 (stereo not given),3,4
Cc1ccc(C(=O)N2CCCC2)cc1S(=O)(=O)N1CCOCC1,-6,-1

# An excerpt; count on the stated rates, not on these rows.
